Screens as filed in PubChem.
PvdQ inh = P. aeruginosa PvdQ acylase inhibition; purified PvdQ acylase, fluorescence plate reader; inhibition, % at 10 µM; 340,000 tested, 0.063% active; in the data active = inhibition above about 30%, passing the limit was not always enough;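 also: 0% = vehicle neutral wells and 100% = reference inhibitor wells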
PKA-R2B activ = activators of human PKA-R2B complex; P22694+P31323; PKA-R2B holoenzyme dissociation, Cy5-IP20 fluorescence polarization; R2B truncated from residue 108, S112A mutant; 0% DMSO only, 100% 113 µM cGMP; activation, % at 11.4 µM; 340,000 tested, 0.079% active;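 active = activation above a cutoff set at the mean over all compounds plus 3 SD, cut at about 18% in these data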;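 also: higher means more holoenzyme dissociation and a rise in polarization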
Target sequence (P31323 whole entry, looked up, other chains not shown, the tested form may be a part): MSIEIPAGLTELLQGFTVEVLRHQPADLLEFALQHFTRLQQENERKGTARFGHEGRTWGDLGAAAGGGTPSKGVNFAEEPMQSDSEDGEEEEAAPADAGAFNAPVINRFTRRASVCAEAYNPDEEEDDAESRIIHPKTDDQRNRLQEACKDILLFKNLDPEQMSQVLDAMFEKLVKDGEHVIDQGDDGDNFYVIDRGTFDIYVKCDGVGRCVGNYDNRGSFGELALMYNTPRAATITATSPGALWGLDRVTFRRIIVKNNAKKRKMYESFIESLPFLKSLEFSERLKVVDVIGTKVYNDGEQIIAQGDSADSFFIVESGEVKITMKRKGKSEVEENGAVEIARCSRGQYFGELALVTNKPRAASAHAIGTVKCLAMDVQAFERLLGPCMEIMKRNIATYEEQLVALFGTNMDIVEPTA
LANA DNA inh = blocks KSHV LANA C-terminal domain binding to DNA; 340,000 tested, 0.078% active; MBP-C-LANA/FAM-LBS DNA binding, fluorescence polarization; inhibition, % at 9 µM;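 active = highest replicate inhibition at or above 60% at 9 µM, even if other replicates fall short; inactive = all replicates below 60% inhibition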;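 also: 0% = neutral control wells and 100% = 4 µM acridine orange control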
Keap1 Nrf2 FP = inhibitors of human Keap1-Nrf2 protein-protein interaction; Q14145; Keap1 Kelch-Nrf2 peptide fluorescence polarization, 1536-well; inhibition, % at 9.4 µM; 340,000 tested, 0.15% active; in the data active = inhibition above about 12%;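 also: human Keap1 Kelch domain with fluorescein labeled Nrf2 9mer peptide probe; 0% = neutral control wells and 100% = peptide positive control; higher means more block of Keap1 binding to Nrf2 peptide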
NSD2 inh = inhibitors of human histone methyltransferase NSD2 | O96028 | NSD2 peptide methylation, AlphaScreen, 120 min | inhibition, % at 12.5 µM | 310,000 tested, 0.54% active; in the data active = inhibition above about 50%
Arrestin-AP2 inh = inhibitors of human beta-arrestin and AP2 interaction. FITC-arrestin peptide / GST-AP2 beads, flow cytometry; AP2 beta2 appendage carries R879A mutation. inhibition, % at 10 µM. 340,000 tested, 0.31% active. AID 504490;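 active = inhibition above a set limit, near 3 SD of compounds lacking own fluorescence, cut at about 54% in these data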;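 also: plate controls were DMSO wells for no effect and 5 µM unlabelled arrestin peptide for full effect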
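System: GST-AP2 R879A glutathione beads. Medium: PBS with 0.05% Tween 20 and 0.1% BSA. Also added: FITC-arrestin peptide, 50 nM. Incubation: 12 min plus 1 h, RT. Measured by: high-throughput flow cytometry of beads, ex 488, em 535 nm. Evaluation: percent drop in bead-associated FITC signal.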
DAGLB inhibitor = blocks human DAGLB lipase activity. HEK293T DAGLB membrane lysate, EnzChek fluorogenic substrate. inhibition, % at 5.17 µM. 340,000 tested, 0.059% active; in the data active = inhibition above about 34%;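 also: 0% = enzyme with vehicle and 100% = wells lacking enzyme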
SR-BI DiI-HDL act = enhances SR-BI lipid uptake from DiI-HDL. CHO ldlA[mSR-BI] cells, DiI-HDL uptake fluorescence, 3 h; 100 = double the neutral-control signal. 320,000 tested, 0.096% active. activation, % at 12.5 µM;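 active = mean replicate activation of at least 60% and every replicate at or above 60%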;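 also: 0% = median plate neutral-control signal and 100% = twice that signal; values of inactives mirror those of a sister screen read the other way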
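system = CHO ldlA[mSR-BI] cells, LDL receptor-null, SR-BI overexpressing | medium = Ham's F12 with 0.5% BSA, HEPES 25 mM, pH 7.4 | probe or stimulus = DiI-HDL 10 µg/mL | compound dosing = single-point compound dose | incubation = compound exposure 3 h, 37 °C | technique = DiI fluorescence, bottom read | read-out = cell-associated DiI fluorescence as measure of HDL uptake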
RTF Ca sens inh = cardiac RTF calcium desensitization | inhibition, % at 7.15 µM | AID 493244 | IANBD-labeled cardiac RTF, Ca2+ fluorescence | 340,000 tested, 0.12% active;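 active = inhibition above the mean inhibition of all tested compounds plus 3 SD, cut at about 17% in these data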;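 also: assay run at fixed EC70 calcium of 1.6 mM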
SR-BI DiI inh = blocks mouse SR-BI lipid uptake from DiI-HDL. Q61009. ldlA[mSR-BI] CHO cells, DiI-HDL uptake fluorescence, 3 h. inhibition, % at 12.5 µM. 320,000 tested, 0.96% active. AID 488896;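 active = mean replicate inhibition of at least 70% and a set share of replicates each scoring 70 or more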;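 also: 0% = median of neutral control wells and 100% = median of positive control wells; values of inactives mirror those of a sister screen read the other way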
Target sequence (Q61009 whole entry, looked up): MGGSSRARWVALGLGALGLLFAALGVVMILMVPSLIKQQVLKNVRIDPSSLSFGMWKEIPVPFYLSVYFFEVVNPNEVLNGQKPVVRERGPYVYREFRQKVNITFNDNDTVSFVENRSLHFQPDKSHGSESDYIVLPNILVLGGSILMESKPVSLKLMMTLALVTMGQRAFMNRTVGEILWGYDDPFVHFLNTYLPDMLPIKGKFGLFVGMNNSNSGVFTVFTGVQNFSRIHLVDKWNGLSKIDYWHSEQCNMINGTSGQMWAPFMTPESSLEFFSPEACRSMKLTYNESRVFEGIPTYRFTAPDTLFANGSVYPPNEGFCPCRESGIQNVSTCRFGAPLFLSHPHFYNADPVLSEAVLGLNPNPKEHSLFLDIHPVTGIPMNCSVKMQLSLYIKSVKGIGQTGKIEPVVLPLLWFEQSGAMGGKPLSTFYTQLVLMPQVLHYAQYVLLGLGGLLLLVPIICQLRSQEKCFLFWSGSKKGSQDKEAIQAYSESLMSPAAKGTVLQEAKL
* = called active by the depositor; x = no result given.

Below each compound – Arrestin-AP2 inh, SR-BI DiI-HDL act, SR-BI DiI inh, LANA DNA inh, NSD2 inh, Keap1 Nrf2 FP, PKA-R2B activ, DAGLB inhibitor, PvdQ inh, RTF Ca sens inh
> COc1ccc(Cl)cc1NC(=O)CN(C)C(=O)c1ccc(COc2ccccc2)cc1
    7, -25, 25, -0.9, 3, -1, -16, -3, 4, 0
> CC1=C/C(=C\c2ccc(Br)o2)C(=O)O1
    1, 2, -2, 27, 98*, -6, -5, -1, 3, -1
> O=C(Nc1ccccc1)Nc1nc(-c2ccc(Cl)cc2)cs1
    -7, -38, 38, 0.9, -1, 1, -1, -1, 13, 9
> O=C1CN(C(=O)CSc2nnc(C3CC3)n2-c2ccccc2)c2ccccc2N1
    -2, 18, -18, 2.8, 0, 1, -4, 1, -6, -5
> COc1ccc(CCNCc2cc3ccc(C)cc3[nH]c2=O)cc1OC
    27, -4, 4, -0.8, -1, -7, 3, -3, 9, -2
> COc1ccccc1N1CCN(C(=O)c2ccccc2SCC(=O)N2CCCC2)CC1
    16, -7, 7, -0.5, -4, 3, -5, 2, 1, -3
> COC(=O)c1c(NC(=O)CN(C)CC(=O)Nc2ccc(C)cc2)sc2c1CCC(C)C2 (configuration not stated)
    0, -6, 6, -1.3, 3, -3, 3, -2, -19, -1
> Cc1cccc(C)c1NC(=O)C1c2ccccc2Oc2ccccc21
    -4, 25, -25, -1.1, 0, -4, -2, -4, -3, -1
> CSc1sccc1/C=N/NC(=O)c1ccncc1
    -1, -27, 27, -1.8, -3, 2, -5, 0, -8, -5
> CC(=O)Nc1ccc(Nc2nnc(-c3ccc(C)c(S(=O)(=O)NCC4CCCO4)c3)c3ccccc23)cc1 (configuration not stated)
    -1, 16, -16, 0.0, 13, 0, -1, 0, -10, 0
> CNC(=O)/C(C#N)=C/c1c(N2CC(C)OC(C)C2)nc2ccccn2c1=O (configuration not stated)
    -6, 26, -26, 0.5, -1, -3, -12, 0, 1, 3
> O=C(NCCc1c[nH]c2ccccc12)C(F)(F)F
    -4, 29, -29, -0.1, 8, 3, -4, 0, -1, -2
> CCOC(=O)CSc1nnc2c3ccccc3n(C)c2n1
    2, 14, -14, -4.9, -2, -4, -2, -1, -13, -13
> COC(=O)c1cc(C#N)c(Oc2ccc(F)cc2)nc1C
    1, -20, 20, 0.6, -4, -2, 5, -3, -9, -3
> Cc1ccc(C)c(-n2c3nc(=O)n(C)c(=O)c-3cc3ccccc32)c1
    0, -12, 12, 0.3, 0, -8, 8, 1, -18, -6
> CCc1cccc(OCCn2nc(C(=O)O)c3ccccc3c2=O)c1
    11, -2, 2, -1.5, -1, -7, -15, -3, 15, -5
> O=C(NC(=S)Nc1ncccn1)c1ccc(Cl)cc1Cl
    -6, 22, -22, -1.1, -2, 0, 1, -1, -17, 0
> CC1(C)CC(=O)C(CC(=O)NC2CCCc3ccccc32)C(=O)C1 (configuration not stated)
    -6, 14, -14, -0.9, 4, -7, 5, 1, -11, 7
> Cc1ccc(Cn2c(C3CCCN3c3nc(C)cs3)nc3cc(C(F)(F)F)ccc32)cc1 (configuration not stated)
    -1, -7, 7, 1.2, x, -7, -2, -7, -9, 2
> CC(C)C[C@]1(c2ccccc2)ON(c2ccccc2C(F)(F)F)C1=O
    10, 1, -1, 2.7, x, 1, -9, -10, -4, 7
> Cc1ccc(S(=O)(=O)NCC(c2ccc3c(c2)OCO3)N2CCOCC2)cc1 (configuration not stated)
    -4, 19, -19, 0.3, -1, -8, -1, 0, -15, -3
> Clc1ccc(OCc2nnc(-c3ccccc3Br)o2)c(Cl)c1
    40, -27, 27, 0.7, -4, -2, -7, -21, 10, 0
> COc1ccc([N+](=O)[O-])cc1NC(=O)CCS(=O)(=O)c1ccc(Br)cc1
    8, -5, 5, 3.9, 0, 0, -8, -2, -4, -2
> COc1ccc(C2C(C(=O)Nc3cccnc3)=C(C)Nc3nc(-c4ccco4)nn32)cc1 (configuration not stated)
    4, 6, -6, 1.0, x, -4, -9, 3, 4, -2
> Cc1cc(F)ccc1S(=O)(=O)Nc1ccc(C(=O)N(C)Cc2ccco2)cc1
    -8, 12, -12, -0.6, 1, -4, 5, -2, -7, 3
> COc1ccc(O)c(-c2[nH]ncc2C(=O)c2ccccc2)c1
    22, 25, -25, -0.4, 3, 0, 3, -1, -13, -8
> CCS(=O)(=O)c1ccc2c(c1)NC(=O)C(CCCl)O2 (configuration not stated)
    44, 29, -29, -1.3, -2, -2, 4, 1, -8, -7
> O=C(Cc1ccccc1)Nc1cc2c(cc1Cl)OCCCO2
    6, 15, -15, -2.1, 0, -3, 4, -7, -9, -6
> CCCn1c(N)c(CC)c(=O)[nH]c1=O
    -9, -12, 12, -1.1, -2, -3, -8, 1, 7, -10
> Cc1ccc(/C=N/NC(=O)c2nnn(-c3nonc3N)c2-c2cccs2)cc1
    -4, -10, 10, -0.8, -6, 3, 2, -4, 3, 1
> COc1ccc(C2NC(=S)NC3=C2CCc2cc(OC)ccc23)cc1 (configuration not stated)
    8, -51, 51, 0.0, 3, 2, 3, -2, -11, -6
> COc1ccc(F)cc1C(=O)C1CCCN(C(=O)c2ccccc2N(C)C)C1 (configuration not stated)
    -8, -5, 5, -1.7, 28, 0, -9, 2, -17, -2
> NNC(=O)c1cc2c(s1)-c1cc(Cl)ccc1SC2
    7, -99, 99*, 1.8, 0, 2, x, x, -6, x
> O=C(CC1(O)C(=O)N(C/C=C/c2ccccc2)c2ccccc21)c1ccccn1 (configuration not stated)
    10, 11, -11, 0.7, -1, -1, -10, 1, -2, -4
> CCCCNCCS(=O)(=O)NCc1ccccc1OC
    0, 12, -12, 0.7, x, -3, -5, 0, -10, 4
> CC(C)=CCC[C@](C)(O[C@@H]1O[C@H](CO[C@@H]2OC[C@@H](O)[C@H](O)[C@H]2O)[C@@H](O)[C@H](O)[C@H]1O)C1CC[C@]2(C)C1[C@H](O)CC1[C@@]3(C)CC[C@H](O[C@@H]4O[C@H](CO)[C@@H](O)[C@H](O)[C@H]4O)C(C)(C)C3CC[C@]12C (some centres not stated)
    -8, 18, -18, 0.2, x, -3, 3, 4, -8, 7
> O=C(c1cc2ncc(Br)cn2n1)N1CCN(C(=O)c2ccco2)CC1
    -11, 17, -17, 0.9, x, -1, -11, -1, -10, -7
> Cc1cccc2sc(N(CCN(C)C)C(=O)/C=C/c3cccs3)nc12
    8, -21, 21, -1.4, -1, -5, -5, -14, -5, 2
> CC(=O)c1ccc(NC(=S)NCCc2cccc(Cl)c2)cc1
    13, -7, 7, 1.0, 53*, 5, 0, -2, -2, -15
> O=C(Nc1c(Br)cc2c(c1Br)Cc1cc([N+](=O)[O-])ccc1-2)C(Cl)Cl
    -10, -61, 61, 1.6, 1, -3, -8, 11, -10, -2
> O=C(CSc1nc(=O)n2ccccc2n1)N1N=C(c2cccs2)CC1c1ccc(F)cc1 (configuration not stated)
    5, -2, 2, 1.5, 0, -6, -4, 1, -24, -5
> COc1ccc(Cl)cc1-c1nc(N)nc(N(C)C)n1
    18, -8, 8, -1.4, 1, -1, 13, -5, 8, 5
> COc1ccc(C(=O)N2CCN(c3ncccn3)CC2)cc1S(=O)(=O)N1CCOCC1
    -56, 11, -11, -0.2, 0, 0, -4, -1, -7, 2
> COc1ccc(NC(=O)CSc2ncnc3c2cnn3Cc2ccccc2)cc1
    -5, 8, -8, 0.1, -3, -1, -7, -3, -1, -2
> N#Cc1ccc(OCc2nnc(SCC(=O)c3ccccc3)n2-c2ccccc2)cc1
    8, -18, 18, 0.2, 4, -4, -12, 3, 12, -7
> CC(C)=Nc1ccccc1C1COC(=O)C1=N (configuration not stated)
    -2, 46, -46, -1.0, -2, -1, -5, 1, -4, -22
> Oc1c(Cl)cc(Cl)cc1C=Nc1ccc(Br)cc1
    9, 19, -19, -1.4, 2, -1, 14, 6, -8, -7
> Cc1ccc(CNC(=O)Cn2ccc3ccccc3c2=O)o1
    27, 6, -6, 0.1, 0, -2, -6, 1, -1, 9
> COC(=O)c1ccc(C(=O)OC)c(NC(=O)CN2CCN(c3ccccc3OC)CC2)c1
    0, -65, 65, -2.5, 0, -1, 12, 0, -2, 0
> Cn1c(=O)n(C)c2cc(NC(=O)Cc3ccccc3[N+](=O)[O-])ccc21
    -1, -10, 10, -2.3, -2, -1, -13, -1, -18, -2
> O=C(COC(=O)C1CC2CCCC(C1)C2=O)NNC(=O)c1ccccc1F (configuration not stated)
    9, 7, -7, 3.6, 0, 6, -9, 1, -1, -6
> Cc1ccc2cccc(OC(=O)/C=C\c3ccccc3)c2n1
    -4, -30, 30, 0.4, -2, 2, 1, -5, -11, -2
> O=C(C1CCCO1)N1CCN(S(=O)(=O)c2ccc(Cl)cc2)CC1 (configuration not stated)
    -10, 17, -17, -1.1, -1, -2, 3, 1, -26, -3
> Cc1ccc(-c2noc(-c3ccccc3C(=O)NCC3CCCO3)n2)cc1 (configuration not stated)
    -3, -12, 12, 2.9, -2, 2, -10, -2, -23, -5
> C=CCOc1ccc(CNc2nccs2)cc1
    7, -4, 4, -0.6, -3, -6, -5, 0, 18, -6
> COc1ccc(-c2ncc3ccccn23)cc1
    -4, x, x, 0.8, 0, -2, 4, -1, -5, 1
> COc1ccc(C(=O)Nc2ccc3oc(-c4cccnc4)nc3c2)cc1OC
    1, -50, 50, -2.4, 0, -4, -12, 0, -8, -1
> O=C(N/N=C/c1ccc(Br)cc1)c1ccc(NC(=O)c2ccccc2)cc1
    11, x, x, 1.4, 0, 0, -5, -2, -7, -10
> CC(C)NC(=O)COc1ccc(S(=O)(=O)N2CCOCC2)cc1
    18, -6, 6, -1.7, 7, -1, 1, 3, 3, 5
> C/C(=N\N1CCCCC1)c1ccccc1O
    19, -1, 1, -2.4, 12, -2, -9, -2, 11, 1

Continuation:
Below each compound – Arrestin-AP2 inh, SR-BI DiI-HDL act, SR-BI DiI inh, LANA DNA inh, NSD2 inh, Keap1 Nrf2 FP, PKA-R2B activ, DAGLB inhibitor, PvdQ inh, RTF Ca sens inh
> COc1ccccc1CNC(=O)CN1C(=O)c2ccccc2S1(=O)=O
    32, 9, -9, -1.8, 32, 4, 0, 0, 2, -3
> C=CCn1c(SCC(=O)NC23CC4CC(CC(C4)C2)C3)nc(O)cc1=O
    0, -1, 1, 1.0, 1, 0, -5, -1, -7, -20
> Cc1ccc(/C=C2\OC(=O)c3ccccc32)cc1
    23, -26, 26, 0.2, -5, -2, 3, -14, 6, -3
> CCOCCCNC(=O)C1CCN(S(=O)(=O)c2cc(Br)cc3c2N(C(=O)CC)CC3)CC1
    32, -2, 2, -0.8, 46, 0, 0, -4, 3, -2
> O=C(Nc1ccc(-n2cnnn2)cc1)C1CCCN1C(=O)Nc1ccc(Br)cc1 (configuration not stated)
    -2, x, x, 3.0, -2, -4, 16, -2, -8, -8
> Cn1c(N)c(C(=O)COC(=O)c2ccc(Cl)nc2)c(=O)n(C)c1=O
    -4, 21, -21, -2.0, 0, -2, -5, -5, -13, -9
